High-throughput results as filed in PubChem BioAssay.
PriA SSB inh: inhibitors of Klebsiella pneumoniae PriA binding to SSB C-terminal tail; AID 1272365; 0.6% of 430,000 active; inhibition, % at 33 µM; AlphaScreen SSBct-PriA binding, biotinylated peptide; in the data active = inhibition mostly above about 37%, no sharp cut-off; inactive = mostly below about 20%;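 also: plate controls were negative control peptide for no effect and reference peptide for full effect; strong numbers were not always called active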
PfHsp40 yeast: restores yeast growth despite PfHsp40 toxicity; S. cerevisiae expressing PfHsp40, growth rescue, ATP luminescence; growth rescue, % at 12.5 µM; 0.68% of 340,000 active; AID 504582; in the data active = growth rescue above about 28%, passing the limit was not always enough; inconclusive = no clear call, values can overlap the other calls;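 also: yeast W303a lacking pdr1 and pdr3 grown in galactose medium; growth measured after three days at 30 °C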
SARS 3CLpro inh: SARS-CoV 3CLpro protease inhibition. 0.14% of 290,000 active. recombinant SARS-CoV 3CLpro, quenched FRET peptide cleavage. inhibition, % at 6 µM. P0C6X7; in the data active = inhibition above about 12%
Vc quorum ag: quorum light induction in luxS cqsA deficient V. cholerae | V. cholerae BH1578 lux reporter, luminescence, 6 h | activation, % at 18.7 µM | 0.16% of 350,000 active; in the data active = activation mostly above about 9.7%, no sharp cut-off; inconclusive = no clear call, values can overlap the other calls; inactive = mostly below about 3.7%; also: not every result past the cut was called active; inactives centre near 0; reference of the scale not given here
BoNT-A LC inh2: blocks Botulinum neurotoxin A light chain protease; AID 588499; inhibition, % at 10 µM; multiplex microsphere protease substrate cleavage, flow cytometry; 0.17% of 360,000 active; also: plate controls were buffer without enzyme for full effect and enzyme alone for no effect
TcdB inh: inhibitors of Clostridioides difficile toxin B glycohydrolase; P18177; AID 652162; TcdB glycohydrolase enzymatic assay, plate reader; 0.24% of 350,000 active; inhibition, % at 9.99 µM; in the data active = inhibition above about 10%
Target sequence (P18177 whole entry, looked up): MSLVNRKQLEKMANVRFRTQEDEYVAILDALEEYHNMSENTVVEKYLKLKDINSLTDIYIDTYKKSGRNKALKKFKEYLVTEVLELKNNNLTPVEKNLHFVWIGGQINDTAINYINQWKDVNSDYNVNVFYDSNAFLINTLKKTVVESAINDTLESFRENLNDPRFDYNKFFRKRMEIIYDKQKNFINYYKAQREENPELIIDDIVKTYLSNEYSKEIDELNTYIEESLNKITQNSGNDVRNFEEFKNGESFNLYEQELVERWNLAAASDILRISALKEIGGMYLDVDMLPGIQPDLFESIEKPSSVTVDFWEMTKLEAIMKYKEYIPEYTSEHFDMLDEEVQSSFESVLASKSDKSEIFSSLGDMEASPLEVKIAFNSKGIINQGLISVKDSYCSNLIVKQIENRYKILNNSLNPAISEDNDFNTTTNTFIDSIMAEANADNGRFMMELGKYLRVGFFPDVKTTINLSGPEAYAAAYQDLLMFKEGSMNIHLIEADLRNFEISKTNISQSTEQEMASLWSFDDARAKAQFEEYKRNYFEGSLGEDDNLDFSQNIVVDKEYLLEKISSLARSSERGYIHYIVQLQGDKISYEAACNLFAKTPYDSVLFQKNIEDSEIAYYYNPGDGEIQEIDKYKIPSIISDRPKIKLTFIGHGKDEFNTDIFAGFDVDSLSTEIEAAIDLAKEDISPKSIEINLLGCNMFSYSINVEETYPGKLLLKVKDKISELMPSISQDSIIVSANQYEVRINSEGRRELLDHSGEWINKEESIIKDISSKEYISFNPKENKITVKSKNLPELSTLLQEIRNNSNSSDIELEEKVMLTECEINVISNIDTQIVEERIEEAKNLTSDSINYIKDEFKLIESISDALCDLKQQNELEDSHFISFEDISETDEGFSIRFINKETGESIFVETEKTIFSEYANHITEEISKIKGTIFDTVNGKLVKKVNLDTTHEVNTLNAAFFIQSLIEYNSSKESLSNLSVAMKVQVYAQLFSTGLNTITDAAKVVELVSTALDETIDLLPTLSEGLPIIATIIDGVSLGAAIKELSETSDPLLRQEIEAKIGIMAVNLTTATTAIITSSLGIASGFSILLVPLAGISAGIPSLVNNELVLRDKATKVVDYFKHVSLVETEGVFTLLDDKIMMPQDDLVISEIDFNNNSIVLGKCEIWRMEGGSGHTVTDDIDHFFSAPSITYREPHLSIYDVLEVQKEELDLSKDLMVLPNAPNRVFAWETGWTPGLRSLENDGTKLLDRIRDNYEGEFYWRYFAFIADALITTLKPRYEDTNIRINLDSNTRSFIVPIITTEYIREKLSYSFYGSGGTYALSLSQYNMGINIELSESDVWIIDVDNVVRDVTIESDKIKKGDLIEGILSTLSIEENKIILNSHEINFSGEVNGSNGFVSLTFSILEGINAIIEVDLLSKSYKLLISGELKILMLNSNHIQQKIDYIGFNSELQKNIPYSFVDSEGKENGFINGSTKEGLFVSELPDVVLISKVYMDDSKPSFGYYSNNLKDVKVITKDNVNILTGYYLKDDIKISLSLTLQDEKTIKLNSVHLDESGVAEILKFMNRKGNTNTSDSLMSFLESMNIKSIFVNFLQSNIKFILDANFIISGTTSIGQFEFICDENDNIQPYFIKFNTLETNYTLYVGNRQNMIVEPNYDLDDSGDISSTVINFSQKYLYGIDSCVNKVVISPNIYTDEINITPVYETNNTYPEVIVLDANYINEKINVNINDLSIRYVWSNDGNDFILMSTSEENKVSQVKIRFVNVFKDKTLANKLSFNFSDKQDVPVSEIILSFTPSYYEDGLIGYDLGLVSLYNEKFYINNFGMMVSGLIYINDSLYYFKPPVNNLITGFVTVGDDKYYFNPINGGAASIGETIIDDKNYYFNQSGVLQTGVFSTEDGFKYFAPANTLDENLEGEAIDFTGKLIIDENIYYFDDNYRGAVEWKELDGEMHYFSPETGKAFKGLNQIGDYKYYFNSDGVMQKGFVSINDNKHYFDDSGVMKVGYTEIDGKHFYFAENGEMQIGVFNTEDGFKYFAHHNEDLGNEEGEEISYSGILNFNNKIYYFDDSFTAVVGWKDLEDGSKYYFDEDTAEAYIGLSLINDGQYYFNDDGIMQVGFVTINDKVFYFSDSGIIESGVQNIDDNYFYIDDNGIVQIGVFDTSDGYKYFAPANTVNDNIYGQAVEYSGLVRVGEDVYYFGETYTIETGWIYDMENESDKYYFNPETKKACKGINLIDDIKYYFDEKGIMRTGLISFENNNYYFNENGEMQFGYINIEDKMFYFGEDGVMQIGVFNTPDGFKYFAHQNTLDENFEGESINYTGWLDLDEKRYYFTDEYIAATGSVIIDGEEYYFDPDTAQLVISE
Yp Topo-I inh: inhibitors of Yersinia pestis topoisomerase I; 0.064% of 360,000 active; Y. pestis Topo-I cleavage product accumulation, plate reader; AID 504884; activity, % at 10 µM; in the data active = activity above about 50%, passing the limit was not always enough; inconclusive = no clear call, values can overlap the other calls; also: inactives centre near 2
Anthrax LF inh2: anthrax lethal factor protease inhibition. multiplex microsphere protease cleavage assay, LF. inhibition, % at 10 µM. 0.12% of 360,000 active. AID 588501; also: plate controls were buffer without enzyme for full effect and enzyme alone for no effect
PrPC TRFRET: reduces human prion protein on the cell surface. P04156. cell surface PrPC, TR-FRET read-out. inhibition, % at 13.8 µM. 0.43% of 370,000 active; in the data active = inhibition above about 24%; also: 0% = median of the test wells and 100% = reference compound wells
The depositor's hits bear a star; i = inactive; ? = inconclusive; / = not tested or not shown; & = joins results of further samples. Rule as the data show it, unless noted: active = inhibition above about 30%; inconclusive = no clear call, values can overlap the other calls; inactive = below that.

SMILES	PriA SSB inh	PfHsp40 yeast	SARS 3CLpro inh	Vc quorum ag	BoNT-A LC inh2	TcdB inh	Yp Topo-I inh	Anthrax LF inh2	PrPC TRFRET
CCOC(=O)C1CCN(C(=O)COC(=O)Cc2ccc(Cl)cc2)CC1	-4	0.8	-6	i	-1.4	0.4	10	6	2
COCCNc1nc(NCCOC)c2sc(-c3ccccc3)cc2n1	/	/	/	-0.9	0.2	5.8	11	10	-6
O=C(Nc1ccccc1OC(F)F)c1cc2c(s1)CCC2	-5	1.5	3	-0.2	1.3	1.1	0	0	6
CN(C1CCCC1)C1CCN(C(=O)CNC(=O)/C=C/c2ccc(F)cc2)CC1	-6	-0.6	-1	i	-0.3	2.1	4	-2	-7
CSc1nnc(Cn2c(=O)sc3ccccc32)n1-c1ccccc1C	-1&-5	0.2	3	-0.2	-0.8	2.0	2	-3	7
Cc1ccc(CNC(=O)c2nnn(-c3cccc(C)c3)c2N)cc1	-8	-2.3	3	0.3	0.2	/	-3	0	-1
COc1ccccc1NS(=O)(=O)c1ccc(C)c(C(=O)N2CCN(c3ccc(O)cc3)CC2)c1	-10	0.1	/	-1.9	-0.9	6.3	2	-7	-4
Cc1cccc(CN2C(=O)[C@H]3Cc4c([nH]c5ccccc45)C(C)(C)N3C2=O)c1	30	11	/	i	-0.4	0.7	-2	0	1
C=CCn1c(SCC(=O)NCc2ccccc2)nnc1-c1cc(Br)ccc1O	-20	0.3	3	-1.9	?	/	3	-2	0
CC12C=CC3(O1)C(C(=O)N(c1ccccc1)C3C(=O)NC1CCCC1)C2C(N)=O (stereo not given)	-19	-1.3	-5	-0.2	-0.6	/	0	-2	5
Nc1c(C(=O)Nc2ccccc2)sc2ncc([N+](=O)[O-])cc12	9	/	0	-0.4	/	-1.4	-10	/	-18
COc1ccc(C2=NS(=O)(=O)N(C)C(C(=O)NC3CCCCC3)=C2)cc1	-6	0.8	-5	-0.6	0.9	0.3	22	-1	0
CCN(CC)C(=O)CSc1nnc(-c2ccc(F)cc2)n1N	1	0.5	-2	1.6	-0.9	/	-3	2	0
CC(OC(=O)c1ccc(C(C)(C)C)cc1)C(=O)NC1CCCCC1C (stereo not given)	-6	2.3	7	-0.3	-2.1	-1.0	10	-3	-1
COc1ccc(-n2nnnc2SCC(=O)NC2CCCC2)cc1OC	-19	0.1	-2	-0.3	3.1	0.7	-1	12	-9
COc1ccc(C(=O)N2CCCC(Nc3ccc(F)cc3)C2)c(OC)c1 (stereo not given)	1	-0.8	-2	i	-0.5	-0.9	-6	4	0
CCOC(=O)[C@]12CCC=C1N(Cc1ccc3c(c1)OCO3)C(=O)[C@H](CC(=O)NCCCCc1ccccc1)C2	/	/	/	/	-1.2	-0.2	/	-2	7
COC(=O)c1ccc2nc(-c3ccc(OC)c(OC)c3)c(CC3CCCCC3)n2c1	/	/	/	/	1.7	-7.1	/	-1	3
O=C1CCCCC1Sc1nnc(Nc2ccccc2)s1 (stereo not given)	5	-0.5	5	-0.2	-0.3	0.6	14	0	5
CCOc1cccc(CNCc2ccncc2)c1	-13	1.4	0	-0.5	-3.5	-1.3	7	12	7
CN1CCNC(=O)C1CC(=O)NCCC1=CCCCC1 (stereo not given)	-8	0.8	-2	-0.5	-0.3	0.4	-4	0	-9
O=C(COC(=O)Cc1ccccc1)Nc1cc(S(=O)(=O)N2CCOCC2)ccc1N1CCCC1	-6	0.4	0	0.8	-0.3	1.1	16	2	-5
CCCCn1c(O)c(C=NCCCn2ccnc2)c(=O)[nH]c1=O	-7	-0.6	7	i	-0.7	/	4	5	0
Nc1ncnc2c1ncn2[C@@H]1O[C@H](CNC(=O)[C@@H]2CCC(=O)N2)[C@@H](O)[C@H]1O	-8	-1.9	/	i	0.0	/	3	1	/
CC1CC(OCC(O)CN2CCN(Cc3ccccc3)CC2)CC(C)(C)C1 (stereo not given)	-7	2.0	-2	-2.4	0.3	/	32	-1	0
SMILES	PriA SSB inh	PfHsp40 yeast	SARS 3CLpro inh	Vc quorum ag	BoNT-A LC inh2	TcdB inh	Yp Topo-I inh	Anthrax LF inh2	PrPC TRFRET
COc1cc(CC(=O)N(c2ccccc2)c2nc(C)cs2)cc(OC)c1OC	-2	1.5	4	i	0.4	-0.8	1	0	2
C=C(C)C1CC=C(C)/C(=N/NC(=O)c2ccc(NC(=O)c3cccc(C)c3)cc2)C1 (stereo not given)	/	-1.2	2	-0.2	-0.7	-0.4	21	-3	8
COc1ccc(N(C)C(=O)c2cn(CC(C)C)c(=O)c3cc(OC)c(OC)cc23)c(OC)c1	-5	-0.7	1	-0.8	-0.3	0.7	14	-4	9
CN(Cc1cnccn1)Cc1nc(Cc2ccccc2Cl)no1	-7	0.1	1	-0.2	-0.1	-1.6	11	-1	3
COc1ccc(C2c3ccc4ccccc4c3Oc3ncn(CCO)c(=N)c32)cc1OC (stereo not given)	-7	-0.7	0	i	-1.7	-0.9	-1	-2	/
C#CC1(NC(=O)NS(=O)(=O)c2ccc(C)cc2)CCCCC1	-2	3.9	-3	5.4	-2.8	0.4	-6	-13	1
Cc1cccc(C)c1NC(=O)CN(c1ccccn1)S(=O)(=O)c1ccccc1	-6	-0.5	-2	-0.5	-0.6	0.8	2	0	1
Cc1nn2c(-c3ccccn3)ccnc2c1Cl	-15	0.2	5	-0.4	0.1	0.1	-7	-2	-12
Cc1cc(C(=O)COC(=O)CCCN2C(=O)c3ccccc3C2=O)c(C)n1C	-6	-0.7	-1	-0.2	-0.8	/	7	-6	-2
CCN(CC)c1ccc(S(=O)(=O)N2CCOCC2)cc1NC(=O)CN1C(=O)NC2(CCCC2)C1=O	3	-0.9	5	i	-1.5	1.6	15	0	-3
c1coc(CNc2c3c(nc4ncnn24)CCCC3)c1	-8	1.8	1	/	1.8	/	7	6	-6
COc1cc(NC(=O)c2nnn(Cc3ccc(SC)cc3)c2N)cc(OC)c1	-11	2.4	-1	-0.3	-0.6	-0.3	3	-4	0
COc1ccccc1C(=O)Nc1ccc(NC(=O)c2ccco2)c(C)c1	-7	0.1	-3	i	-0.2	/	3	-7	-1
Cc1cccc(NC(=S)/N=C(\N)Nc2nc(C)c3ccc(C)cc3n2)c1	/	23	-1	-12	-0.6	/	7	0	-3
O=C(Nc1cc(-c2ccccc2)[nH]n1)c1ccccc1	0	3.9	1	-1.3	/	3.3	-13	/	-4
O=C(O)CCc1ccc(NCc2cccc(Oc3ccccc3)c2)cc1	-2	7.5	/	i	0.2	-4.8	1	-6	2
CCC(CO)Oc1cc(NCc2cccc(OC)c2)c2ncn(C(C)C)c2c1 (stereo not given)	-5	2.7	/	i	0.2	-1.2	9	-10	-10
Cc1cccc(C(=O)OCC(=O)N(CC(C)C)c2c(N)n(Cc3ccccc3)c(=O)[nH]c2=O)c1C	3	-0.1	/	i	4.4	3.1	-3	-4	-4
Cn1c(=O)c2c(-c3ccccc3)n(-c3cccc(Br)c3)cc2n(C)c1=O	/	/	/	/	-1.2	1.8	/	-5	8
O=C(CCNC(=O)N1CCn2c1nc1ccccc12)NCc1ccc(F)cc1	-5	-1.1	-5	2.0	1.7	0.3	3	4	3
CC(C)C[C@@H](CNCC(=O)[C@H](C)NC(=O)c1[nH]cnc1C(=O)N[C@@H](C)CN)NC(=O)c1nc[nH]c1C(=O)N[C@@H](C)C(=O)O	1	-1.2	/	i	0.4	1.0	-6	3	-5
O=C(c1cccnc1)C1Cc2ccccc2C1=O (stereo not given)	4	8.4	0	-0.6	5.5	-2.5	3	-9	-7
O=C(c1ccccc1)c1c(O)nc(-c2ccccc2)n(-c2ccccc2)c1=O	6	-0.3	2	-1.6	0.3	1.2	16	0	-9
O=C(OCC(=O)N1CCC(Cc2ccccc2)CC1)c1ccc[nH]c1=O	-5	-0.1	1	i	-0.3	/	5	0	-5
O=[N+]([O-])c1c(NCCCO)cc(SCc2ccco2)c2nonc12	-8	0.4	2	-4.2	-0.3	7.4	-11	-3	-30
SMILES	PriA SSB inh	PfHsp40 yeast	SARS 3CLpro inh	Vc quorum ag	BoNT-A LC inh2	TcdB inh	Yp Topo-I inh	Anthrax LF inh2	PrPC TRFRET
Cc1c(NC(=S)NC(=O)c2ccccc2)c(=O)n(-c2ccccc2)n1C	-8	2.1	/	-0.2	-172	0.5	-1	-101	-1
CN1CCN(C(=O)C2(NC(=O)NCc3ccccc3)CCCCC2)CC1	8	-0.4	-3	/	0.3	/	4	-3	1
CC1CC(=O)Nc2ccccc2N1C(=O)CN1CCN(C=O)CC1 (stereo not given)	-4	-0.7	2	-0.4	-0.1	0.8	-6	1	0
COCCCNC(=O)N1c2ccccc2Sc2ccccc21	-10	-0.2	-8	i	/	1.8	3	/	4
COCCn1nnnc1CN(CCc1ccccc1)Cc1cc2cc(OC)ccc2[nH]c1=O	-1	-0.6	-2	0.1	12	/	12	6	-4
CNc1nc(C)c([N+](=O)[O-])c(Nc2ccc(OC)cc2)n1	-5	-0.4	3	-0.2	-4.3	-0.6	6	4	-8
CCOc1ccc(N/C(N)=N/c2nc(C)c(C)c(=O)[nH]2)cc1	/	2.5	-2	i	0.5	-0.4	-2	-17	-1
Cc1cccc(-n2c(C)nc3cc(C(=O)N4CCOCC4)ccc32)c1	1	-0.8	-5	i	0.6	0.1	0	2	-4
O=C(CC1C(=O)NCCN1CC1CCCCC1)NCc1cc(F)ccc1F (stereo not given)	1	0.2	-1	-0.1	-0.8	0.4	5	12	-2
CCn1nnnc1SCC(=O)N1N=C(c2cccs2)CC1c1cccs1 (stereo not given)	-10	0.7	/	-1.4	-2.7	8.2	14	-4	-8
COc1cc(CNc2ccc3[nH]c(=O)[nH]c3c2)ccc1OCc1c(F)cccc1Cl	16	0.1	-1	i	-1.9	0.4	-3	-4	4
Oc1ccc2ccccc2c1CN1CCN(c2ccccc2)CC1	-13	0.2	1	i	0.5	/	-3	-1	-3
COCCNC(=O)C(C)OC(=O)C1=Cc2ccccc2OC1 (stereo not given)	-2	-0.4	1	-0.3	-0.8	0.5	10	-2	-1
O=C(Nc1ccc(OCc2ccccc2)cc1)c1cccnc1	-1	6.7	8	-4.2	0.5	/	2	3	2
Cc1cc(OCc2nc(N)nc(N)c2-c2ccc(Cl)c(Cl)c2)ccc1[N+](=O)[O-]	-6	0.8	/	-5.6	0.0	-0.3	-2	0	18
CC1CN(c2nc3ccccc3nc2SCC(=O)Nc2cccc(C(F)(F)F)c2)CC(C)O1 (stereo not given)	-15	5.0	/	-0.3	2.8	0.1	31	-2	8
O=S(=O)(/N=C(\c1ccccc1)N1CCOCC1)c1cccs1	/	-0.9	1	5.6	0.4	/	0	1	1
Cc1ccc(C2c3sc(=O)[nH]c3SC3C4CC(C5C(=O)N(C(C)C(=O)O)C(=O)C45)C23)cc1 (stereo not given)	-12	-0.7	-2	1.4	1.3	/	1	-1	-7
OCCO	-2	-1.2	/	-0.4	0.2	0.4	4	-3	-4
COc1ccc(NC(=O)CNS(=O)(=O)c2cccs2)c(OC)c1	-9	-1.3	-4	i	-0.1	/	-7	2	-7
Cc1cccc(CN2C(=O)c3ccccc3Sc3ccc(C(=O)O)cc32)c1	-10	-0.4	0	0.6	-1.1	2.1	3	-2	-3
COc1cc(/C=C(\C#N)C(=O)Nc2cccc(C(=O)O)c2)ccc1OCc1ccc(Cl)cc1	-14	0.2	7	-0.5	-0.1	0.1	-1	-2	1
CC(=O)Oc1ccc(OC(C)=O)c2c1CC1(C)OC1(C)C2 (stereo not given)	/	/	/	i	0.4	1.1	14	0	-4

Compound profiles, as listed above. Order of screens: PriA SSB inh | PfHsp40 yeast | SARS 3CLpro inh | Vc quorum ag | BoNT-A LC inh2 | TcdB inh | Yp Topo-I inh | Anthrax LF inh2 | PrPC TRFRET
COc1ccc(N(C)C(=O)c2cn(CC(C)C)c(=O)c3cc(OC)c(OC)cc23)c(OC)c1 is listed as -5 | -0.7 | 1 | -0.8 | -0.3 | 0.7 | 14 | -4 | 9
Cc1cc(OCc2nc(N)nc(N)c2-c2ccc(Cl)c(Cl)c2)ccc1[N+](=O)[O-] is listed as -6 | 0.8 | / | -5.6 | 0.0 | -0.3 | -2 | 0 | 18

The list is partial; rates above refer to the full screens.
